S1P4 agonist: activates the human S1P4 receptor; S1P4-expressing cell line, agonist reporter assay; 0.35% of 220,000 active; O95977; activation, % at 4.98 µM; in the data active = activation above about 11%;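 also: 0% = DMSO vehicle and 100% = reference agonist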
TRPN1 ag: agonists of zebrafish TRPN1 channel; HEK293 zebrafish TRPN1-YFP, Fluo-8 calcium fluorescence; 100% = response to 87 µM carbachol; activation, % at 3 µM; 0.18% of 220,000 active;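 active = activation above its plate's cutoff, the mean activation of test wells on that plate plus 3 SD, cut at about 19% in these data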;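 also: 0% = DMSO alone and 100% = 87 µM carbachol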
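Material – zebrafish TRPN1-YFP in HEK293 cells · Doses – 3 µM single point · Schedule – dye 1 h 37 °C plus 30 min RT · Signal – Fluo-8 calcium fluorescence, excitation 470-495 nm, emission 515-575 nm · Read-out – % activation versus carbachol response · Control set – carbachol high, DMSO low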
Ba/F3 V617F tox: reduce viability of Ba/F3 cells dependent on JAK2V617F | Ba/F3 EpoR-JAK2V617F viability, ATP luminescence | AID 1446 | 1.1% of 220,000 active | inhibition, % at 5.6 µM;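 active = inhibition above the campaign mean plus 3 SD over all tested compounds, cut at about 24% in these data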;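 also: cytokine-independent growth of Ba/F3 cells driven by EpoR plus mutant JAK2; 0% = DMSO-treated cells and 100% = JAK inhibitor I control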
m-calpain inh: blocks pig calpain II enzyme activity; 0.37% of 220,000 active; inhibition, % at 16 µM; purified calpain II, fluorogenic peptide substrate, 30 min; AID 1236;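 active = inhibition above about 50%, limit read from the data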
PERK inhibitor: inhibitors of human PERK kinase | Q9NZJ5 | CHO PERK-DD fusion, SEAP luminescence translation reporter | inhibition, % at 5.6 µM | 0.17% of 220,000 active;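 active = inhibition above the mean inhibition of all tested compounds plus 3 SD, set separately per screening campaign, cut at about 2.9% in these data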;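 also: PERK kinase domain activated by AP20187 dimerizer at 100 nM; 0% = DMSO with dimerizer and 100% = rapamycin at 8.4 µM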
Target sequence (Q9NZJ5 whole entry, looked up, the tested form may be a part): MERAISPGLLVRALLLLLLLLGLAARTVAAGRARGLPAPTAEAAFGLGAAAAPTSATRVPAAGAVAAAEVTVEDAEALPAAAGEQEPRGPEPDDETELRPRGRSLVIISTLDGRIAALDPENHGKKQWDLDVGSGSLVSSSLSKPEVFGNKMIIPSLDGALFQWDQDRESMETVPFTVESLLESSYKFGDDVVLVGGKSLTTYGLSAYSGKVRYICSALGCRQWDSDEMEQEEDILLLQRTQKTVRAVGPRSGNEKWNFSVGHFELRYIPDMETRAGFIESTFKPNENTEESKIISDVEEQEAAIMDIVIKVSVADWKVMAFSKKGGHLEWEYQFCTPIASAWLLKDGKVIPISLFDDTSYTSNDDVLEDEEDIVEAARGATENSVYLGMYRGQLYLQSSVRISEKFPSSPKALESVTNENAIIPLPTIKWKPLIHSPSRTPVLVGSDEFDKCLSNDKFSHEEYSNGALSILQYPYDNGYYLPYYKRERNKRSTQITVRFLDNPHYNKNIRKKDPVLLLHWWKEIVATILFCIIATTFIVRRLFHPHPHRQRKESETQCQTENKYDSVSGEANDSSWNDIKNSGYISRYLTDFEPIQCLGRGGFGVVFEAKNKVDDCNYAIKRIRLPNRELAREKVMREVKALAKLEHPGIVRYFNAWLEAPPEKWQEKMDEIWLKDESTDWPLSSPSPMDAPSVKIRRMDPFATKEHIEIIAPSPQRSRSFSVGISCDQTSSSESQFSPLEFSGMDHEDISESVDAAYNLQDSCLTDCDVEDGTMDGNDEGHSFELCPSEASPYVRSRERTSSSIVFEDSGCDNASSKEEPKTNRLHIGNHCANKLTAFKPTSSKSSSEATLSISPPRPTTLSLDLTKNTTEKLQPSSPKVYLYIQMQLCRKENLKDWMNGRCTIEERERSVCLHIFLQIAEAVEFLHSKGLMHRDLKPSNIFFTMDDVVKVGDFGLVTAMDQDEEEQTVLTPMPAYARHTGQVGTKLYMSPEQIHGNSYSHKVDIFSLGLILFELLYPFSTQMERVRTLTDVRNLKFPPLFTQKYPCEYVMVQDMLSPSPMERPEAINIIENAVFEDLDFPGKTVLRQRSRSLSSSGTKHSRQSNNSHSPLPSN
S1P4 antag: blocks the human S1P4 receptor. AID 1510. 0.26% of 220,000 active. S1P4-expressing cells, antagonist mode, reporter read-out. inhibition, % at 4.98 µM; in the data active = inhibition above about 29%;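 also: 0% = wells stimulated with agonist and 100% = vehicle wells without agonist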
EP2 modulator: modulates human prostaglandin E2 receptor EP2 signaling. EP2-expressing cells, cAMP HTRF FRET, PGE2 co-stimulation. P43116. 0.83% of 260,000 active. induction, % at 25 µM;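 active = compounds whose cAMP rise, as percent of the full-agonist control response, exceeds 60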;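 also: rat C6 glioma line stably carrying human EP2 under a CMV promoter; the protocol text gives 20 µM as final concentration; 100% = response of wells given 1 µM PGE2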
BaF3 parental: counter-screen for JAK2V617F inhibitors: parental Ba/F3 viability inhibitors; AID 1486; CellTiter-Glo ATP luminescence; 1.1% of 220,000 active; inhibition, % at 5.6 µM;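 active = inhibition above a per-campaign cutoff, the mean inhibition of all tested compounds plus 3 SD, cut at about 27% in these data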;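 also: 0% = DMSO wells and 100% = JAK Inhibitor I control wells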
TRPML3 agonist: activates the human TRPML3 channel; 0.29% of 220,000 active; HEK293 TRPML3-YFP, Fluo-8 calcium fluorescence; 100% = the carbachol control signal; activation, % at 3 µM; Q8TDD5;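 active = activation above its plate's cutoff, the mean activation of the plate's test wells plus 3 SD, cut at about 12% in these data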;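 also: 0% = DMSO only wells and 100% = carbachol wells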
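Test system: TRPML3-YFP stable HEK293 cells. Doses: single point at 3 µM. Incubation: dye loading 1 h 37 °C then 30 min ambient, 125 s read. Signal: Fluo-8 calcium dye fluorescence, ex 470-495, em 515-575 nm. Measure: percent activation from peak-to-basal fluorescence ratio, scaled between DMSO and carbachol.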
* = called active by the depositor; · = no result given; & = joins results of further samples.

mol,S1P4 agonist,TRPN1 ag,Ba/F3 V617F tox,m-calpain inh,PERK inhibitor,S1P4 antag,EP2 modulator,BaF3 parental,TRPML3 agonist
CN(C)/C=N/S(=O)(=O)c1cccn1-c1ncc(C(F)(F)F)cc1Cl,0.5,0.0,-1,-23,1.1,-6,8,6,0.9
Cc1cc2cc(NC(=O)c3ccco3)ccc2[nH]1,-1.8,0.9,-3,-3,-0.1,-19,-28,2,0.8
CC(C)c1cc(NC(=O)CCl)on1,-1.0,1.1,2,25,0.0,11,-10,-2,0.2
COCCCNC(=O)C(=O)N/N=C/c1ccc(OCC(=O)Nc2cccc(Cl)c2C)c(OC)c1,2.3,-2.8,-4,-370,2.9,5,1,0,-0.5
O=C1NCCC/C1=N\Nc1ccc(Br)cc1,-0.5,0.2,-2,-10,1.6,19,16,-6,0.8
Cc1ccc(NC(=O)Nc2cccc(C)n2)c(C)c1,0.1,-1.3,2,19,1.7,-7,-9,-1,-0.3
COc1ccc(C2C(C(N)=O)=C(C)Nc3nc(-c4ccccc4Cl)nn32)c(OC)c1 (centres undefined),-0.5,-0.7,-2,-10,-0.1,-4,15,2,-0.1
O=C(O)CCNC1CCCCC1,0.8,3.9,1,-11,0.2,-3,3,-10,0.5
COc1cc2oc(-c3ccc(O)cc3)cc(=O)c2c(OC)c1O,0.2,-1.2,1,15,1.1,-10,-2,2,-0.6
O=C(c1ccc(Cl)cc1)c1cnc(-c2ccc(Cl)cc2)s1,2.3,0.0,0,18,0.2,-2,-19,3,0.5
C=CCNc1nc(Nc2ccccc2F)nc(OCC)n1,0.4,-1.5,2,-7,1.7,1,36&22,5,-0.4
C=CCn1c(O)c(C(CC)=Nc2ccccc2NC(=O)CC)c(=O)[nH]c1=O,4.3,0.9,-4,20,0.5,-16,-3,2,1.0

More structures.
mol,S1P4 agonist,TRPN1 ag,Ba/F3 V617F tox,m-calpain inh,PERK inhibitor,S1P4 antag,EP2 modulator,BaF3 parental,TRPML3 agonist
O=S(=O)(NCC1COc2ccccc2O1)c1ccc2ccccc2c1 (centres undefined),-0.6,0.2,-1,18,1.5,-6,-77,4,0.2
COc1ccc(C(=O)CSc2ccc(-c3ccc(C)cc3)nn2)cc1,3.1,0.8,-3,26,0.9,-9,1,8,0.2
CCc1ccc(C(C)NC(=O)C2(C)CC2(Br)Br)cc1 (centres undefined),-0.8,-2.4,0,25,-0.6,-13,5,5,-0.8
CCC(c1ccccc1)c1nnc(NC(=O)c2ccco2)s1 (centres undefined),0.1,1.3,-1,-9,0.9,1,22,-4,1.8
CN1C(=O)C(c2nnc(Nc3cccc4ccccc34)s2)C2CC1(C)Oc1ccccc12 (centres undefined),-0.1,1.5,-2,-36,-1.8,-21,9,4,0.9
CC(C)CCNC(=O)C(C)N(C(=O)c1snc(C(N)=O)c1N)c1cnc2ccccc2c1 (centres undefined),1.0,-1.9,0,-21,-0.2,1,-14,9,-1.0
Cc1nnc(SC/C=C/c2ccccc2)n(N)c1=O,3.1,0.2,-4,-38,0.5,-19,5,6,-0.1
Nc1c(C(=O)O)sc2nc(-c3ccccc3)cc(-c3ccc(Cl)cc3)c12,0.7,-1.6,2,43,0.9,8,-22,-1,0.7
Cc1cc(OCc2ccccc2)ccc1/C(O)=C1/C(=O)C(=O)N(Cc2cccnc2)C1c1ccncc1 (centres undefined),-0.9,0.2,-6,5,1.3,13,64*,2,0.4
CCOc1ccc(N2C(=O)CC(N(CCc3ccc(OC)c(OC)c3)C(=O)/C=C/C(=O)O)C2=O)cc1 (centres undefined),-0.7,-0.9,-5,10,0.2,-2,12,1,-0.5
CN(C)c1ccc(C(=O)Nc2cc(C(F)(F)F)ccc2-n2cncn2)cc1,-0.3,-0.9,-3,-10,-0.6,-6,27,4,0.2
CN1CCN(NC(=S)Nc2ccc(Oc3ccccc3)cc2)CC1,-1.1,5.7,0,5,0.3,-8,-38,10,3.0

Next section:
mol,S1P4 agonist,TRPN1 ag,Ba/F3 V617F tox,m-calpain inh,PERK inhibitor,S1P4 antag,EP2 modulator,BaF3 parental,TRPML3 agonist
Cc1ccc2c(c1)N(CC(=O)O)C(=O)CO2,-0.2,-0.1,3,-38,-0.7,3,7,12,0.5
Cc1nn(-c2ccccc2)c(C)c1/C=N/n1c(-c2ccccc2Br)n[nH]c1=S,0.8,-4.5,3,4,-1.3,2,41,1,-0.5
Cc1ccc(NS(=O)(=O)c2ccc(OCC(=O)N3CCOCC3)cc2)cc1,1.1,0.4,-3,-1,1.4,-15,15,3,2.2
Cc1nn(C(=O)N2CCOCC2)c(C)c1C,1.1,2.0,2,-26,0.9,-8,9,3,-0.3
CCCCOC(=O)c1nc(Cl)c(Cl)c(N)c1Cl,0.5,-0.8,-2,23,0.8,-10,18,0,0.0
CC(=O)Nc1ccc(OCC(O)CN2CCN(c3ccc(C)c(Cl)c3)CC2)cc1 (centres undefined),0.7,2.2,-1,-21,-1.2,6,-29,7,2.0
Cc1ccc(S(=O)(=O)N2CCN(c3ccc4nnc(-c5ccccc5)n4n3)CC2)cc1,2.6,0.1,2,-61,-0.3,-12,-2,5,0.8
CCc1nc(SCC(=O)N2CCN(c3ccccc3)CC2)c2oc3ccccc3c2n1,0.4,-0.3,-1,7,0.3,-13,-7,2,0.4
Oc1c(Br)cc(Br)cc1C=NCc1ccc(F)cc1,0.7,1.6,4,28,1.3,-11,25,5,1.0
Cc1ccc(-n2c(C)c3c(C)nnc(C)c3c2C)cc1C,1.5,-1.2,7,-118,-2.0,-17,0,12,0.6
Cc1ccc([N+](=O)[O-])cc1NC(=O)CN1CCCCC1,-1.1,0.3,3,-19,-0.4,2,27,5,-0.4
CCOC(=O)c1c(NC(=O)c2cccs2)sc(C)c1CC,-0.5,2.5,-2,-6,0.5,-5,59,0,0.5

Record cards, as listed above. Screens in order: S1P4 agonist, TRPN1 ag, Ba/F3 V617F tox, m-calpain inh, PERK inhibitor, S1P4 antag, EP2 modulator, BaF3 parental, TRPML3 agonist
Entry for Cc1nn(C(=O)N2CCOCC2)c(C)c1C : 1.1, 2.0, 2, -26, 0.9, -8, 9, 3, -0.3
Entry for Cc1ccc(S(=O)(=O)N2CCN(c3ccc4nnc(-c5ccccc5)n4n3)CC2)cc1 : 2.6, 0.1, 2, -61, -0.3, -12, -2, 5, 0.8

Next section:
mol,S1P4 agonist,TRPN1 ag,Ba/F3 V617F tox,m-calpain inh,PERK inhibitor,S1P4 antag,EP2 modulator,BaF3 parental,TRPML3 agonist
CCOC(=O)C1=C(O)C(=O)N(c2ccc(S(N)(=O)=O)cc2)C1c1ccc(OC)cc1OC (centres undefined),1.8,1.2,-2,-92,1.1,-7,-4,3,-0.2
COc1ccccc1C(=O)N=Nc1c(O)[nH]c2ccc([N+](=O)[O-])cc12,-2.7,3.6,60*,-25,0.8,-16,-45,4,-0.8
Cc1cnc([N+](=O)[O-])n1CCOC(=O)NC(=O)c1c(F)cccc1F,-0.1,1.3,7,-5,0.3,-10,7,11,0.1
CC(C)CCOC(=O)/C(=C/c1ccco1)NC(=O)/C=C/c1ccccc1,-1.6,-2.6,-4,1,0.3,2,26,3,-1.6
Cc1cc([N+](=O)[O-])ccc1NC(=O)C1CCCO1 (centres undefined),1.1,0.1,-3,-5,0.8,-4,10,1,0.7
CN(C)c1nc(N(C)C)n(C(=O)c2cccs2)n1,2.0,-0.1,3,8,0.3,-14,-1,2,0.3
CN(C(=O)CSC1=NCCS1)c1ccccc1,-3.6,0.5,-1,-13,-0.1,8,16,4,0.3
CCOc1ccc(NC(=O)C[n+]2ccccc2)cc1,1.0,0.4,-2,-3,0.4,3,11,1,0.8
CCCOc1ccc(N2C(=O)CC(N(CCc3ccc(OC)c(OC)c3)C(=S)Nc3ccccc3)C2=O)cc1 (centres undefined),0.8,-0.3,-4,28,-0.3,-28,-55,-2,0.0
Cc1ccc(C)c(N=Cc2cc3c(cc2[N+](=O)[O-])OCO3)c1,2.2,0.2,-2,-57,0.6,-16,39,5,0.8
Cc1ccc(Cn2cc(/C=N/NC(=O)Cc3nnc(NC(=O)c4ccc(C)cc4)s3)c3ccccc32)cc1,-3.4,2.5,5,44,1.9,4,6,13,0.1
COc1ccc(Cc2c(Cl)ncnc2Cl)cc1,-0.3,0.2,-3,6,1.3,8,1,5,0.3

Printed as active in EP2 modulator (from the list above):
structure | S1P4 agonist | m-calpain inh | PERK inhibitor | S1P4 antag | EP2 modulator | TRPML3 agonist
Cc1cc(OCc2ccccc2)ccc1/C(O)=C1/C(=O)C(=O)N(Cc2cccnc2)C1c1ccncc1 (centres undefined) | -0.9 | 5 | 1.3 | 13 | 64* | 0.4

Other entries.
mol,S1P4 agonist,TRPN1 ag,Ba/F3 V617F tox,m-calpain inh,PERK inhibitor,S1P4 antag,EP2 modulator,BaF3 parental,TRPML3 agonist
COc1ccc(/C=N/NC(=O)C(=O)/C=C2\NC3(CCCC3)Cc3ccccc32)cc1,2.4,0.9,1,-35,-1.3,-2,10,7,0.1
O=C(Nc1ccc(Oc2ncnc3cc(Cl)ccc23)nc1)Nc1cccc(C(F)(F)F)c1,0.2,3.2,0,-20,0.6,-5,-6,-3,0.9
O=C(Nc1ccccc1)C1CCCN(S(=O)(=O)c2ccc(-n3cnnn3)cc2)C1 (centres undefined),-0.1,0.0,5,-2,-1.9,-1,-57&-51,6,0.4
Cc1csc(Nc2ccc(C(=O)O)cc2)n1,1.8,0.3,-3,8,0.4,-6,-22,-1,1.1
CC(=O)CC1(C)OC(N)=C(C#N)C1(C#N)C#N (centres undefined),0.9,1.4,1,·,1.2,-16,·,0,1.0
NS(=O)(=O)c1ccc(CCNC(=O)CSc2nc3ccccc3c3nc(CCN4CCCCC4)nn23)cc1,-0.5,1.4,2,2,-0.2,-3,-18,1,0.4
COc1ccc(C2=NOC(C(=O)NCCCN3CCOCC3)C2)cc1 (centres undefined),0.6,0.6,0,15,0.6,-7,-10,3,0.7
Cc1ccc(S(=O)(=O)/C(C#N)=C/c2c(N3CCC(C(N)=O)CC3)nc3ccccn3c2=O)cc1,0.5,-0.3,-4,-5,0.8,-7,0,0,1.0
O=C(CCc1nnc(Cc2c[nH]c3ccccc23)o1)NCC1CC12CCCCC2 (centres undefined),0.5,0.0,-2,-9,-0.3,7,-28,2,0.2
